hIAP block: human IAP inhibitors, primary screen, biochemical, luminescence, uHTS; purified IAP, CDP-Star luminescence, 30 min; inhibition, % at 10 µM; Intestinal-type alkaline phosphatase (Homo sapiens), P09923; 0.12% of 330,000 active;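 active means inhibition reaching a set limit with compound at 10 µM in the primary screen, cut at about 35% in these data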;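 further: plate controls were DMSO wells with enzyme for no effect and no-enzyme buffer wells for full effect; values of inactives mirror those of a sister screen read the other way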
Target sequence (P09923 whole entry, looked up): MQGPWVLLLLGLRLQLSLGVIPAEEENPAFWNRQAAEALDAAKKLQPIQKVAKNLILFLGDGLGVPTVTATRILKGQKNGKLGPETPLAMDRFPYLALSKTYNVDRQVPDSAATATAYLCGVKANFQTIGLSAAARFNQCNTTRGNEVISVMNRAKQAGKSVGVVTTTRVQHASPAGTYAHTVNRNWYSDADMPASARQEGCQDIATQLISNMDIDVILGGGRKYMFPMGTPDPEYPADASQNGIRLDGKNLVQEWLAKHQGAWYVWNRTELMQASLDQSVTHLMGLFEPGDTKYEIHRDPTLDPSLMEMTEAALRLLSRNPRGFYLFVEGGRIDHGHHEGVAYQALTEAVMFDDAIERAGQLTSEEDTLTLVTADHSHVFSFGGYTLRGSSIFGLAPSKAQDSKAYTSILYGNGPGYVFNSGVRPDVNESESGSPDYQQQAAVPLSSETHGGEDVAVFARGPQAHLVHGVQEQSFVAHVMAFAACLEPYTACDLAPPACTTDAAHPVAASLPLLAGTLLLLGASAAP
MIN6 prolif: inducers of MIN6 beta-cell proliferation, primary screen, ATP luminescence, uHTS; MIN6 cells proliferation, ATPlite luminescence, 48 h; cells starved in 0.2% serum; 100% = growth in 10% serum; proliferation, % at 10 µM; 0.29% of 330,000 active;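 active means compounds whose signal lies at least 3.5 SD above the mean of all wells on their plate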;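 further: 0% = DMSO-treated cells in low-serum medium and 100% = 10% serum control; some compounds called inactive have numbers as strong as hits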
NALP3 yeast inh: NALP3 inflammasome inhibitors in reconstituted yeast, primary screen, luminescence, uHTS; Yeast reconstituted NLRP3/ASC/caspase-1, beta-gal luminescence, 24 h; inhibition, % at 10 µM; 0.39% of 330,000 active;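 active means inhibition of 50% or more; inactive means inhibition below 50%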;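 further: plate controls were induced DMSO wells for no effect and uninduced yeast grown without galactose for full effect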
tim10-1 inh: growth inhibitors of tim10-1 mutant yeast, primary screen, luminescence, uHTS. S. cerevisiae tim10-1 ts strain growth, BacTiter-Glo, 24 h. inhibition, % at 20 µM. 2.2% of 330,000 active. AID 463190, 2010;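 active means inhibition of at least 40%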;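 further: mutant grown at 25 °C; 0% = DMSO wells with yeast and 100% = wells holding no yeast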
TIM10 inh: growth inhibitors of isogenic TIM10 control yeast, primary screen, counter-screen for tim10-1 yeast inhibitor project, luminescence, uHTS. S. cerevisiae TIM10 strain growth, BacTiter-Glo luminescence, 24 h. inhibition, % at 10 µM. 1.4% of 330,000 active. AID 463195, 2010;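 active means inhibition of 40% or more at the single tested concentration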;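 further: wild-type TIM10 isogenic control strain grown at permissive 25 °C; 0% = DMSO yeast wells and 100% = minimal medium wells without yeast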
APOBEC3A inh: APOBEC3A ssDNA deaminase inhibitors, primary screen, selectivity assay for APOBEC3G inhibitor project, biochemical, FAM/TAMRA oligo cleavage fluorescence. DNA dC->dU-editing enzyme APOBEC-3A (Homo sapiens), P31941. recombinant A3A, FAM/TAMRA ssDNA deamination fluorescence. inhibition, % at 20 µM. 0.41% of 330,000 active. AID 493011, 2011;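 active means at least 40% inhibition at 20 µM here, with at most 30% in a related deaminase screen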;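 further: plate controls were A3A with DMSO for no effect and wells lacking A3A enzyme for full effect; some results filed as inactive read as strong as hits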
mIAP block: inhibitors of mouse IAP, primary screen, biochemical, luminescence, uHTS | purified mouse IAP, CDP-Star luminescence, 30 min | intestinal alkaline phosphatase [Mus musculus] | 0.2% of 330,000 active | inhibition, % at 10 µM;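 active means inhibition of at least 40% at 10 µM in the primary screen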;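 further: plate controls were DMSO with enzyme for no effect and no enzyme wells for full effect; values of inactives mirror those of a sister screen read the other way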
mIAP act: activators of mouse IAP, primary screen, biochemical, luminescence, uHTS; 0.24% of 330,000 active; intestinal alkaline phosphatase [Mus musculus]; activation factor at 10 µM; AID 2805, 2010; muIAP, CDP-Star luminescence, 30 min; stronger effect = higher value; 1 = vehicle-only enzyme signal, 0 = enzyme-free wells;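 active means activation factor of at least 2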; further: the source names both 10 and 20 µM as test concentration; values of inactives mirror those of a sister screen read the other way
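Assay system: mouse IAP enzyme; Reagent: CDP-Star chemiluminescent phosphatase substrate; Compound: DMSO-dissolved test compounds; Incubation: 30 min, room temperature; Technique: luminescence from enzymatic CDP-Star hydrolysis; Controls: DMSO-only wells and no-enzyme negative control.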
A3G deaminase: APOBEC3G DNA deaminase inhibitors, primary screen, biochemical, fluorescence, single-stranded DNA substrate, uHTS. DNA dC->dU-editing enzyme APOBEC-3G (Homo sapiens), Q9HC16. recombinant A3G, ssDNA deamination FAM/TAMRA fluorescence. inhibition, % at 20 µM. 0.28% of 330,000 active. AID 493012, 2011;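 active means inhibition of at least 40% at 20 µM, with no more than 30% in the related APOBEC3A deaminase screen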;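 further: plate controls were DMSO wells with A3G for no effect and wells lacking A3G enzyme for full effect; some compounds called inactive have numbers as strong as hits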
Target sequence (Q9HC16 whole entry, looked up): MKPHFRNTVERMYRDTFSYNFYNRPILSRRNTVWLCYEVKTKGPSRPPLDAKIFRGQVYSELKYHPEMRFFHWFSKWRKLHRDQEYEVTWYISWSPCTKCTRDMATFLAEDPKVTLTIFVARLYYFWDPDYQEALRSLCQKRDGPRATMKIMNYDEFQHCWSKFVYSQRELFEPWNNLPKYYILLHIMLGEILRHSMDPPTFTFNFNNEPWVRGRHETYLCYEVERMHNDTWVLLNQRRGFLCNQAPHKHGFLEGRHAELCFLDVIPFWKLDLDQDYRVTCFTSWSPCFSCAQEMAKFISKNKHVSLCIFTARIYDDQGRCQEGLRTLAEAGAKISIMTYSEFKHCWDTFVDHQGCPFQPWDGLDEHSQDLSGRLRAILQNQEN
* hit, by the source's call.

SMILES	hIAP block	MIN6 prolif	NALP3 yeast inh	tim10-1 inh	TIM10 inh	APOBEC3A inh	mIAP block	mIAP act	A3G deaminase
CN(CCCC(=O)NCc1ccc2c(c1)OCO2)S(=O)(=O)c1ccc([N+](=O)[O-])cc1	-26.5	-0.1	17.3	20.6	11.1	-4.2	1.4	0.986	2.2
COc1ccc2c(c1)oc(=O)c1ccccc12	20.0	0.6	23.3	-9.7	-19.6	-0.2	5.7	0.943	-6.7
CCN(CC(=O)Nc1ccc2c(c1)OCCO2)C(=O)/C=C/c1cccc(OC)c1OC	-21.5	5.5	20.1	-8.8	4.0	-2.4	-0.6	1.01	-10.7
O=C(Nc1ccccc1)c1ccc(CSc2ccccn2)cc1	6.0	-4.8	19.1	-8.2	9.5	0.5	2.0	0.98	-1.7
N#Cc1ccccc1OCC(=O)Nc1ccccc1C(=O)NC1CC1	-0.7	1.9	11.4	17.7	-3.9	2.5	-3.1	1.03	-5.2
O=C(COC(=O)c1cc2ccccc2cc1O)c1ccccc1	8.6	-2.4	31.5	-4.2	-1.4	-1.1	4.7	0.953	-3.5
O=C(CONS(=O)(=O)c1ccc(Cl)cc1)NCCNc1ncc(C(F)(F)F)cc1Cl	-3.6	-3.0	16.0	21.1	12.1	-1.9	-9.5	1.09	-5.5
Fc1ccc(CNC(=S)NC2CCCCC2)cc1	12.4	0.7	14.5	23.7	18.7	-5.7	-10.1	1.1	-2.5
COC(=O)c1c(NC(=O)COC(=O)c2ccccc2O)sc2c1CCCCC2	0.4	-1.0	1.3	14.4	-2.5	-1.3	3.4	0.966	-2.5
COc1ccc(S(=O)(=O)N2CCCCC2)cc1NC(=S)Nc1ccccc1	-10.2	-0.1	18.2	6.3	13.8	4.6	-8.8	1.09	-6.3
Cc1cc2nc(CCN(Cc3cccnc3)C(=S)Nc3ccccc3)[nH]c2cc1C	16.4	-0.9	-6.5	-12.7	0.0	1.3	-1.2	1.01	-6.3
O=C(CSc1nnc(-c2ccccc2)n1Cc1ccccc1)NNC(=O)c1ccccc1O	-93.2	-5.6	3.7	31.7	16.5	-1.3	20.8	0.792	-3.5
CN(c1ccccc1)S(=O)(=O)c1cccc(C(=O)Nc2ncn[nH]2)c1	-87.8	0.3	4.5	-7.4	-4.2	7.3	-3.7	1.04	-3.3
Cc1ccc(NC(=O)COc2ncnc3ccccc23)cc1S(=O)(=O)N1CCOCC1	-8.0	0.0	7.6	23.0	-15.7	-0.5	-6.6	1.07	-3.6
CCCn1nnc(NC(=O)c2ccc([N+](=O)[O-])cc2Cl)n1	-1.1	-2.5	-4.5	4.9	-0.8	1.9	-6.6	1.07	-0.7
Cc1onc(-c2ccccc2Cl)c1C(=O)N[C@@H](C)c1ccccc1	-11.4	-1.9	-4.6	12.7	18.9	-1.9	7.6	0.924	-4.4
Cc1ccc(S(=O)(=O)N2CCC(C(=O)N[C@@H](C)C(=O)NC3CCS(=O)(=O)C3)CC2)cc1 (stereo partly drawn)	-13.9	-2.8	-2.2	-15.0	6.1	-0.1	0.8	0.992	-4.2
COc1cccc(C(=O)OCC(=O)Nc2ccc(N3CCOCC3)cc2)c1	7.4	-0.5	-3.9	-1.4	-6.2	2.3	0.9	0.991	-4.8
CC1(C)CC(=O)C(C=NCCN2CCN(CCc3ccccc3)CC2)=C(O)C1	-1.7	-1.3	39.8	-4.7	-27.7	2.9	-5.6	1.06	-4.7
Cc1ccc(C(=O)NC2=NCCS2)cc1	0.0	-1.5	5.0	-8.0	-11.6	-4.6	-7.6	1.08	11.7

An excerpt from the list above:
SMILES	hIAP block	MIN6 prolif	NALP3 yeast inh	tim10-1 inh	TIM10 inh	APOBEC3A inh	mIAP block	mIAP act	A3G deaminase
CC1(C)CC(=O)C(C=NCCN2CCN(CCc3ccccc3)CC2)=C(O)C1	-1.7	-1.3	39.8	-4.7	-27.7	2.9	-5.6	1.06	-4.7
Cc1ccc(C(=O)NC2=NCCS2)cc1	0.0	-1.5	5.0	-8.0	-11.6	-4.6	-7.6	1.08	11.7

An excerpt from above in order of the NALP3 yeast inh value, largest number first:
Molecule,hIAP block,NALP3 yeast inh,APOBEC3A inh,mIAP block,mIAP act,A3G deaminase
CN(CCCC(=O)NCc1ccc2c(c1)OCO2)S(=O)(=O)c1ccc([N+](=O)[O-])cc1,-26.5,17.3,-4.2,1.4,0.986,2.2
O=C(CSc1nnc(-c2ccccc2)n1Cc1ccccc1)NNC(=O)c1ccccc1O,-93.2,3.7,-1.3,20.8,0.792,-3.5
COc1cccc(C(=O)OCC(=O)Nc2ccc(N3CCOCC3)cc2)c1,7.4,-3.9,2.3,0.9,0.991,-4.8

(cont.)
SMILES	hIAP block	MIN6 prolif	NALP3 yeast inh	tim10-1 inh	TIM10 inh	APOBEC3A inh	mIAP block	mIAP act	A3G deaminase
Cc1ccc(S(=O)(=O)N(Cc2ccc(F)cc2)C(=O)N2CCN(C)CC2)cc1	-6.2	2.2	18.4	1.6	-6.1	-3.3	3.7	0.963	-11.5
Cc1ccccc1OC1CCN(C(=O)C2CCC(=O)N(C3CCCC3)C2)CC1 (stereo not drawn)	-7.5	0.3	6.6	-8.8	-0.6	2.2	2.2	0.978	3.2
CSc1ncccc1C(=O)Nc1ccc(OC(F)(F)F)cc1	-6.0	-3.4	21.5	18.0	2.6	3.4	8.2	0.918	1.0
Cc1ccccc1OCCC(=O)Nc1ccccc1C(=O)NC1CC1	-4.9	-1.6	8.3	-11.3	-10.1	-1.7	-3.3	1.03	-11.6
CCOC(=O)c1[nH]c(C)c(/C(O)=C2\C(=O)C(=O)N(CCCN(CC)CC)C2c2cccnc2)c1C (stereo not drawn)	16.0	0.3	8.5	7.7	3.4	1.5	-10.0	1.1	-2.1
Cc1cc(C)nc(-n2ncc3c2CC(c2ccc(F)cc2)CC3=O)n1 (stereo not drawn)	-13.5	-3.6	-27.0	29.8	-10.6	-5.5	-6.1	1.06	-3.6
CCc1ccc(C(=O)COC(=O)c2cnc(C)cn2)cc1	6.1	-3.9	9.5	10.0	8.3	-1.0	-7.3	1.07	-3.7
Cc1ccc2oc(-c3cc(NC(=O)c4ncn[nH]4)ccc3O)nc2c1	-75.2	-3.4	11.1	18.8	-35.0	-0.5	2.4	0.976	-8.4
CC(=O)c1cccc(N(C(=O)c2ccco2)C(C(=O)NC2CCCCC2)c2ccc(C)o2)c1 (stereo not drawn)	1.7	2.5	20.2	24.4	5.0	-3.1	3.5	0.965	-5.3
CCCOc1cccc(-c2nc3ccccc3c(=O)o2)c1	-10.6	-4.4	8.4	34.4	26.5	-0.7	1.1	0.989	-4.6
COCCNC(=O)COC(=O)c1ccc(S(=O)(=O)N2CCOCC2)cc1	12.8	5.2	12.9	14.1	9.4	-0.3	1.9	0.981	-2.7

Rewritten as labelled records: entries from further up.
canonical_smiles: CSc1ncccc1C(=O)Nc1ccc(OC(F)(F)F)cc1
  hIAP block: -6.0	MIN6 prolif: -3.4	NALP3 yeast inh: 21.5	tim10-1 inh: 18.0	TIM10 inh: 2.6	APOBEC3A inh: 3.4	mIAP block: 8.2	mIAP act: 0.918	A3G deaminase: 1.0
canonical_smiles: Cc1ccccc1OCCC(=O)Nc1ccccc1C(=O)NC1CC1
  hIAP block: -4.9	MIN6 prolif: -1.6	NALP3 yeast inh: 8.3	tim10-1 inh: -11.3	TIM10 inh: -10.1	APOBEC3A inh: -1.7	mIAP block: -3.3	mIAP act: 1.03	A3G deaminase: -11.6
canonical_smiles: CCOC(=O)c1[nH]c(C)c(/C(O)=C2\C(=O)C(=O)N(CCCN(CC)CC)C2c2cccnc2)c1C (stereo not drawn)
  hIAP block: 16.0	MIN6 prolif: 0.3	NALP3 yeast inh: 8.5	tim10-1 inh: 7.7	TIM10 inh: 3.4	APOBEC3A inh: 1.5	mIAP block: -10.0	mIAP act: 1.1	A3G deaminase: -2.1
canonical_smiles: Cc1cc(C)nc(-n2ncc3c2CC(c2ccc(F)cc2)CC3=O)n1 (stereo not drawn)
  hIAP block: -13.5	MIN6 prolif: -3.6	NALP3 yeast inh: -27.0	tim10-1 inh: 29.8	TIM10 inh: -10.6	APOBEC3A inh: -5.5	mIAP block: -6.1	mIAP act: 1.06	A3G deaminase: -3.6
